# Assay outcomes (PubChem)
# FLuc inh counter: counter-screen for luciferase assay inhibitors: firefly luciferase inhibition. ATPLite firefly luciferase biochemical luminescence, 10 min. inhibition, % at 10 µM. actives 1.5% (n = 200,000);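 active = inhibition above about 50% when tested at 10 µM, limit read from the data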
# Target sequence (P08659 whole entry, looked up): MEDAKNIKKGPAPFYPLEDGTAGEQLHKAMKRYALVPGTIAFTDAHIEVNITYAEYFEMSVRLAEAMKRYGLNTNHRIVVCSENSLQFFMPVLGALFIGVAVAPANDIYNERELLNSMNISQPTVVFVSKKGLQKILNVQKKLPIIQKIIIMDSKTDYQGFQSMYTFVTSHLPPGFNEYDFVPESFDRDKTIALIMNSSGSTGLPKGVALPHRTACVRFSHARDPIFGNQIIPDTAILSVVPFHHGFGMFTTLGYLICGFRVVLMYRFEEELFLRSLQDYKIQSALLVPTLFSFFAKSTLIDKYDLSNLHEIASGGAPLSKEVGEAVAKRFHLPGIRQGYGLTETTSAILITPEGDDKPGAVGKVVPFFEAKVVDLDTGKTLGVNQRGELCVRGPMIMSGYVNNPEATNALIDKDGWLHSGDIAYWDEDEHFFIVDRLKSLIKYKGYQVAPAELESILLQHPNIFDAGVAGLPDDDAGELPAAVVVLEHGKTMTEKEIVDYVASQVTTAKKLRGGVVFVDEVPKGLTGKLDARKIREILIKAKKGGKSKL
# G6PDH counter: counter-screen for G6PDH assay hits: L. mesenteroides G6PDH inhibition. Purified L. mesenteroides G6PDH, diaphorase/resazurin coupled fluorescence, 45 min. inhibition, % at 5 µM. actives 0.12% (n = 200,000); in the data active = inhibition above about 50%
# Efa HMGR inh: inhibitors of class II HMG-CoA reductase from Enterococcus faecalis; purified E. faecalis HMGR, NADPH absorbance 340 nm kinetic; inhibition, % at 10 µM; actives 0.41% (n = 190,000); AID 1066;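 active = inhibition above a set limit, the median over all tested compounds plus 3 SD, cut at about 9.5% in these data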;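 note: enzyme runs in reverse so mevalonate oxidation gives rising NADPH absorbance; 0% = complete reaction with DMSO and 100% = background rate lacking mevalonate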
# Redox H2O2 prof: compounds producing H2O2 with reducing agent – biochemical, NIH compound library profiling, artefact control for MLSCN library redox annotation, primary screen; DTT-dependent redox cycling H2O2, phenol red/HRP absorbance; 100% = 100 µM peroxide control, 0% = buffer; activation, % at 10 µM; actives 0.03% (n = 200,000); AID 878;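 active = activation of at least 50% relative to the plate's high and low controls in the primary single-dose screen; inactive = activation below 50%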;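 note: compound incubated with DTT at 0.8 mM final as the reducing agent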
# Hsp70 act: transcriptional activators of Hsp70. actives 0.04% (n = 200,000). HeLa Hsp70 promoter luciferase reporter, luminescence; scaled: vehicle 0, proteasome-inhibitor control 100%. activation, % at 10 µM;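 active = activation above the mean across all tested compounds plus 3 SD, cutoff set per campaign, cut at about 5.5% in these data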;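 note: 100% = MG132 at 30 µM as the positive control and 0% = DMSO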
# APP 5UTR inh: APP translation inhibition; SH-SY5Y APP 5'UTR-luciferase reporter, luminescence; inhibition, % at 2 µM; actives 0.82% (n = 190,000); AID 1285;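 active = inhibition above a set limit, derived from the sample mean plus 3 SD, cut at about 45% in these data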; note: values of inactives mirror those of a sister screen read the other way
# STAT1 act: increases IFN-gamma driven STAT1 reporter signal. NIH 3T3 STAT1-luciferase reporter, luminescence; 100% = IFN-gamma alone, no compound. activation (% of control), % at 5.5 µM. actives 2.6% (n = 200,000). AID 932;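 active = activation above the screen-wide mean activation plus 3 SD, cut at about 130% in these data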;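 note: raw ratio to IFN-gamma control signal so 100% means no change and 0% no light; values of inactives mirror those of a sister screen read the other way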
# NF-kB expr up: compounds increasing NF-kB expression in human neuronal cells | NF-kB reporter expression; hits give high values | fold change at 12.5 µM | actives 1.6% (n = 190,000) | AID 1239; in the data active = fold change above about 3.3
# FLuc act counter: affects firefly luciferase, flagging false hits in luciferase stimulation screens. P08659. ATPlite luciferase biochemical, luminescence, 10 min; 0 = ATP-free wells, 1 = DMSO control. activation factor at 10 µM. 200,000 tested, under 10 active. AID 1027;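 active = luciferase activation factor, scaled between plate controls, of at least 2 with compound at 10 µM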
#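 Material: Luciferase/luciferin reagent mix; Doses: test compounds dosed from 2 mM stocks in 100% DMSO; Schedule: 10 min incubation after luciferase reagent addition, room temperature; Measured by: luminescence from luciferase reaction; Read-out: luminescence gain marking luciferase activators.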
# APP 5'UTR act: APP 5'UTR luciferase reporter activation. activation, % at 2 µM. actives 1% (n = 190,000). SH-SY5Y APP 5'UTR luciferase reporter, luminescence; zero percent = DMSO vehicle wells. AID 1276;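 active = activation above a set limit, based on mean plus 3 SD of controls, cut at about 140% in these data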; note: values of inactives mirror those of a sister screen read the other way
# * hit, by the source's call; . = not tested or not shown.
SMILES,FLuc inh counter,G6PDH counter,Efa HMGR inh,Redox H2O2 prof,Hsp70 act,APP 5UTR inh,STAT1 act,NF-kB expr up,FLuc act counter,APP 5'UTR act
Cn1c(=NC(=O)C2CCCCC2)sc2cc([N+](=O)[O-])ccc21,-5,1,-4,-0.3,0.0,-13,103,0.91,1,13
CCC1(C)CC(CCNS(=O)(=O)c2ccc(C)cc2)(c2ccc(C)cc2)CCO1 (centres undefined),-4,3,0,0.5,-0.4,-10,100,0.93,1,10
O=C(NCc1ccccc1)c1csc2c1CCCC2,-5,7,-2,-0.8,-0.2,7,95,1.9,1,-7
CCN(c1ccc(NC(=O)c2ccc(Cl)nc2)cc1)C(C)C,2,-2,-6,-0.9,-0.5,60*,125,1.1,1,-60
COn1c(-c2ccc(Cl)cc2Cl)nc2ncccc21,-7,0,-3,0.5,-0.2,10,104,1.3,1.1,-10
CC(C)(C)N(NC(=O)OCc1ccccc1)C(=O)c1ccccc1Cl,-5,4,-4,-0.3,-0.2,5,95,1.1,1.1,-5
Cn1c(-c2sc(=S)n(-c3ccccc3)c2N)nc2ccccc21,-5,2,-4,-7.2,-0.3,2,103,1.5,1.1,-2
Cn1ncc(N=Cc2ccccc2O)c1C(=O)N1CCOCC1,-7,13,2,-2.0,-0.4,3,97,1.1,1.1,-3
CC(=O)c1ccc(NC(=S)Nc2ccc(N3CCOCC3)cc2)cc1,-2,4,0,-1.2,0.3,-42,112,1.2,1,42
COC(=O)CC1C(=O)NCCN1C(=O)CSc1nc2ccccc2c(=O)n1CC(C)C (centres undefined),-2,7,0,-1.8,-0.4,5,95,1.2,1,-5
O=C(O)c1cc(N/N=C2/CC(c3ccccc3)Oc3ccccc32)ccc1Cl (centres undefined),0,-18,-6,-0.3,-0.3,-21,123,1.3,1,21
O=C(NCCc1csc(-c2ccccc2)n1)c1c(F)cccc1F,0,-2,-2,-1.6,0.1,12,95,0.97,1,-12

# 3 of the entries above in order of the Hsp70 act value, highest first.
SMILES	Hsp70 act
CC(C)(C)N(NC(=O)OCc1ccccc1)C(=O)c1ccccc1Cl	-0.2
COC(=O)CC1C(=O)NCCN1C(=O)CSc1nc2ccccc2c(=O)n1CC(C)C (centres undefined)	-0.4
CCN(c1ccc(NC(=O)c2ccc(Cl)nc2)cc1)C(C)C	-0.5

# (further entries)
SMILES,FLuc inh counter,G6PDH counter,Efa HMGR inh,Redox H2O2 prof,Hsp70 act,APP 5UTR inh,STAT1 act,NF-kB expr up,FLuc act counter,APP 5'UTR act
Cc1ccc(OCCCC(=O)Nc2nccs2)cc1,0,-2,1,0.3,-0.4,-7,96,1.2,1,7
Cc1ccc(CSc2nc3ccccc3c(=O)n2CCCC(=O)NCc2ccco2)cc1,-1,4,-1,1.7,-0.1,-8,103,0.95,1,8
C=C1CC2C3CC[C@@]4(OCOC45COCO5)[C@@]3(C)C(O)CC2[C@@]2(C)CCC(=O)C=C12 (some centres undefined),-7,-1,1,-0.1,0.0,22,88,2.2,1.1,-22
NC(=O)CN1N=C(c2cc(Cl)sc2Cl)CSC1=O,-4,5,-4,1.7,0.0,4,106,1.2,1,-4
COc1cccc(C(=O)NCC2(c3ccccc3)CCCC2)c1,-4,16,-1,-0.6,0.0,0,104,.,1,0
O=C(CNC(=O)c1ccccc1F)NCCOc1cccc(Cl)c1Cl,-4,10,-5,-0.3,-0.3,-12,90,1.2,1,12
N#Cc1c(SCC(N)=O)nc2c(c1-c1ccc(O)cc1)CCCC2,-2,7,2,2.3,-0.3,-10,92,1.1,1,10
CC(C)OC(=O)CC(=O)CSc1nc2c(cc1C#N)CCCCC2,-3,-15,0,2.9,0.5,-58,115,4.3*,1,58
COCCn1c(SCC(=O)c2ccc(F)cc2)nnc1C(C)C,-4,1,0,-2.3,-0.3,5,103,1.1,1,-5
COc1ccc(N2C(=O)C(CC(N)=O)N(NC(=O)CCc3ccccc3)C2=O)cc1 (centres undefined),0,2,4,2.4,0.2,-14,93,1,1,14
Cc1cc(NC(=O)COC(=O)CCCOc2ccc(Cl)cc2C)no1,-5,3,-6,1.6,0.2,-3,114,1.2,1,3
O=C(NC1CCCC1)C1CCC(=O)N1C1CCCCC1 (centres undefined),-8,3,-4,-0.3,0.4,-10,109,1.2,1.1,10
CC(C)N(C(=O)c1ccc2nc(-c3ccccc3)c(-c3ccccc3)nc2c1)C(C)C,-4,10,4,-0.7,-0.5,-2,101,1.2,1,2
COc1ccccc1N1C(=O)C(Cl)=C(Nc2ccccc2O)C1=O,0,12,2,0.7,0.0,-23,108,1.6,1,23
CCOC(=O)Cn1c(S(=O)(=O)Cc2cccc(F)c2)nc(-c2ccccc2)c1-c1ccccc1,-4,-11,-3,-2.4,-0.3,5,99,0.93,1,-5
Cc1c2cnn(CC(=O)Nc3cccc(C(F)(F)F)c3)c(=O)c2c(C)n1Cc1ccccc1F,-8,-10,-8,0.0,-0.3,-9,96,1.2,1.1,9
Cc1ccc(C)c(-n2c(SCC(=O)NCC3CCCO3)nnc2-c2ccoc2C)c1 (centres undefined),-7,7,-2,1.7,-0.3,-1,99,1.1,1.1,1
COc1ccc(CCN2CNc3c(c(=O)n(C)c(=O)n3C)C2)cc1,-6,5,-3,0.6,-0.1,7,97,0.97,1.1,15
Cc1nn(-c2ccccc2Cl)c(Cl)c1/C=N/Nc1nc2ccccc2s1,81*,11,2,1.6,-0.5,39,70,0.36,0.2,-39
CC(NC(=O)c1ccc(OC2CCN(Cc3ccccn3)CC2)cc1)c1ccccc1 (centres undefined),-2,19,-1,-0.8,0.0,-3,97,0.85,1,3
CCN(CC)C(=O)C1CCCN(C/C(C)=C/c2ccccc2)C1 (centres undefined),0,15,2,-0.1,-0.2,15,102,0.95,1,-15
Cc1ccc(Nc2nc(N)nc(CC#N)n2)cc1,8,-9,0,0.7,0.1,-43,137*,1.5,0.9,43
Cc1ccc(C(C(=O)NCc2ccco2)N(Cc2ccco2)C(=O)CNC(=O)c2ccco2)cc1 (centres undefined),0,8,1,-0.6,-0.1,-3,93,0.82,1,3
O=C(O)COc1ccc(=O)n(-c2ccccc2)n1,-3,-2,0,-0.2,-0.2,8,101,1.2,1,-8
O=C(O)Cc1coc2cc3c(cc12)CCC3,-7,4,1,-0.2,-0.3,4,97,1.3,1.1,-4
COCCn1c(SCC(=O)Nc2ccccc2OC)nc2ccccc21,-2,-1,-9,-1.0,-0.3,-20,89,1,1,20
CCCNC(=O)c1ccc(CN2CCc3ccccc3C2)cc1,-7,5,-1,0.8,0.0,10,97,1.1,1.1,-10
CCOc1cccc(-c2nn3c(-c4cc(C)[nH]n4)nnc3s2)c1,-4,-1,0,1.5,0.3,-2,104,0.41,1,2
FC(F)(F)c1nnc2ccc(N3CCCC3)nn12,-3,15,0,0.2,-0.1,12,89,1.1,1,-11
CCOC(=O)COc1ccc(S(=O)(=O)N2CCN(c3ccc(OC)cc3)CC2)cc1,-1,15,-5,-0.7,-0.2,7,102,1,1,-7
COc1cccc(C(=O)N/N=C/C(Br)=C/c2ccccc2)c1,26,19,3,0.3,-0.2,15,102,1.4,0.7,-15
Cn1c(SCC(=O)N2CCN(c3ccccc3)CC2)nnc1-c1cc2ccccc2o1,0,-56,0,1.7,-0.2,-31,95,0.81,1,31
O=C(Nc1cccc(F)c1)c1c(O)c2cccc3c2n(c1=O)CCC3,-5,7,-3,6.2,-0.5,-6,97,1.1,1.1,6
CN1C(=O)c2ccccc2N(C)C1c1cccs1 (centres undefined),-11,5,-5,2.4,-0.4,-12,95,1.1,1.1,12
CC1=CCC2C(=O)N(c3cccc(C(=O)N(C)C4CCCCC4)c3)C(=O)C2C1 (centres undefined),-5,-2,1,1.7,-0.1,19,112,1.2,1,-19
CCN(CC)c1ccc(/C=N/NC(=S)NCc2ccccc2)cc1,-8,-5,-11,-3.0,-0.3,-14,106,1.1,1.1,14

# Rewritten with each value named: part of the list above
> O=C(NC1CCCC1)C1CCC(=O)N1C1CCCCC1 (centres undefined)
  FLuc inh counter: -8 | G6PDH counter: 3 | Efa HMGR inh: -4 | Redox H2O2 prof: -0.3 | Hsp70 act: 0.4 | APP 5UTR inh: -10 | STAT1 act: 109 | NF-kB expr up: 1.2 | FLuc act counter: 1.1 | APP 5'UTR act: 10
> Cn1c(=NC(=O)C2CCCCC2)sc2cc([N+](=O)[O-])ccc21
  FLuc inh counter: -5 | G6PDH counter: 1 | Efa HMGR inh: -4 | Redox H2O2 prof: -0.3 | Hsp70 act: 0.0 | APP 5UTR inh: -13 | STAT1 act: 103 | NF-kB expr up: 0.91 | FLuc act counter: 1 | APP 5'UTR act: 13
> FC(F)(F)c1nnc2ccc(N3CCCC3)nn12
  FLuc inh counter: -3 | G6PDH counter: 15 | Efa HMGR inh: 0 | Redox H2O2 prof: 0.2 | Hsp70 act: -0.1 | APP 5UTR inh: 12 | STAT1 act: 89 | NF-kB expr up: 1.1 | FLuc act counter: 1 | APP 5'UTR act: -11

# Continuation.
SMILES,FLuc inh counter,G6PDH counter,Efa HMGR inh,Redox H2O2 prof,Hsp70 act,APP 5UTR inh,STAT1 act,NF-kB expr up,FLuc act counter,APP 5'UTR act
CC(=O)Nc1cccc(NC(=O)c2ccc(C(=O)Nc3cccc(NC(C)=O)c3)nc2)c1,30,18,-6,-2.0,-0.1,-9,108,1.4,0.7,9
CCc1cccc(NC(=O)CCS(=O)(=O)c2cccc3nonc23)c1,-7,-2,4,-2.2,-0.4,4,102,0.96,1.1,-4
Cc1ccc(C)c(NC(=O)CN(C)S(=O)(=O)c2ccccc2)c1,-5,3,1,0.7,-0.3,0,99,1,1,0
Cc1cc(C)nc(NC2=NCCN2C(=S)Nc2c(C)cccc2C)n1,-4,1,4,1.1,-0.2,-15,91,0.91,1,15
O=C(Nc1ccc(Oc2ccc3c(c2)C(=O)N(c2ccc(O)cc2)C3=O)cc1)c1cccs1,-6,4,-6,0.8,-0.4,-3,96,0.95,1.1,3

# Hits appear at their usual frequency. About 5.3% of those tested had a hit in this group.
